Keap1-Nrf2 PPI – Keap1-Nrf2 (human) interaction inhibition | Q14145 | Keap1 Kelch-Nrf2 peptide fluorescence polarization, 1536-well | inhibition, % at 9.4 µM | 340,000 compounds, 0.15% hits; in the data active = inhibition above about 12%;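 note: human Keap1 Kelch domain with fluorescein labeled Nrf2 9mer peptide probe; 0% = neutral control wells and 100% = peptide positive control; higher means more block of Keap1 binding to Nrf2 peptide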
Cardiac RTF inh – cardiac RTF calcium desensitization. IANBD-labeled cardiac RTF, Ca2+ fluorescence. inhibition, % at 7.15 µM. 340,000 compounds, 0.12% hits. AID 493244;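 active = inhibition above the mean inhibition of all tested compounds plus 3 SD, cut at about 17% in these data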;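 note: assay run at fixed EC70 calcium of 1.6 mM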
NSD2 inh – blocks human histone methyltransferase NSD2. O96028. NSD2 peptide methylation, AlphaScreen, 120 min. inhibition, % at 12.5 µM. 310,000 compounds, 0.54% hits. AID 743445; in the data active = inhibition above about 50%
CDK5 inh – inhibitors of human CDK5/p35 kinase | inhibition, % at 10 µM | AID 488839 | 330,000 compounds, 0.01% hits | Recombinant CDK5/p35, ADP-Glo luminescence, 60 min | Q00535+Q15078;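 active = highest replicate inhibition of at least 50% and at least 75% of replicates reaching 50%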;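 note: plate controls were DMSO neutral control for no effect and GW8510 at 10 µM for full effect; many of its hits are not listed in these tables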
Target sequence (Q00535 whole entry, looked up): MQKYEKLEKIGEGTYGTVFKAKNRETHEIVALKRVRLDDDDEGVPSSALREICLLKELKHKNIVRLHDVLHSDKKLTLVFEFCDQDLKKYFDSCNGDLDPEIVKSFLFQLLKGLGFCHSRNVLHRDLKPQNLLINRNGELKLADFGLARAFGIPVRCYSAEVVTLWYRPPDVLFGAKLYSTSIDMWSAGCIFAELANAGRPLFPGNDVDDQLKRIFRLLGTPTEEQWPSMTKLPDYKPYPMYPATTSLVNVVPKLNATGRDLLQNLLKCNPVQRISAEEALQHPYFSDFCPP
Target sequence (Q15078 whole entry, looked up): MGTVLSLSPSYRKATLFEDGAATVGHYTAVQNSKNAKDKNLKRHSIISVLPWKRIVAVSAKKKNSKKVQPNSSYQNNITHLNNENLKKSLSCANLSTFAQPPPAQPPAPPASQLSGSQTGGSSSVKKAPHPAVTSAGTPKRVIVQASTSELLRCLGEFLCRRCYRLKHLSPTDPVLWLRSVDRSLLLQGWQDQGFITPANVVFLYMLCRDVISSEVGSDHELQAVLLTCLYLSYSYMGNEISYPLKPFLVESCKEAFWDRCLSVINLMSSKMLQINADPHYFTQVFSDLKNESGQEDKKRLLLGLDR
SUMO Mot1 rescue – inhibitors of SUMOylation pathway: yeast Mot1-301 growth rescue. S. cerevisiae Mot1-301 growth rescue, ATP luminescence, 38.5C; percent above DMSO median, 100 means doubled. growth rescue, % at 18.8 µM. 320,000 compounds, 1% hits. AID 2716;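 active = every valid replicate shows activation above 250% relative to neutral control wells; inactive = the rest, any valid replicate at or below 250%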;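 note: OY570 slx delta 5 strain wells were the positive control but not used for scaling; some compounds called inactive have numbers as strong as hits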
PfHsp90 yeast 2 – inhibits growth of yeast expressing Plasmodium falciparum Hsp90; S. cerevisiae expressing PfHsp90, BacTiter-Glo ATP, 48 h; yeast lacking PDR1 and PDR3 efflux regulators; AID 504621; inhibition, % at 9.4 µM; 310,000 compounds, 0.32% hits;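 active = every replicate shows inhibition above about 80%, whatever the replicate mean, limit read from the data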;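 note: 0% = DMSO neutral controls and 100% = 20 µM radicicol positive controls; yeast relying on Plasmodium falciparum Hsp90 in place of its own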
dFosB activator – mouse delta FosB homodimer activation | P13346 | purified delta FosB, TAMRA-CDK5 oligo fluorescence polarization; percent of positive-control signal above neutral wells | activation, % at 25 µM | 340,000 compounds, 0.99% hits;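 active = mean activation above about 17%, with every replicate also reaching it, limit read from the data, passing the limit was not always enough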;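 note: fluorescence polarization rise as delta FosB binds a TAMRA Cdk5 AP-1 oligo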
LANA DNA inh – KSHV C-LANA DNA binding inhibition; MBP-C-LANA/FAM-LBS DNA binding, fluorescence polarization; inhibition, % at 9 µM; 340,000 compounds, 0.078% hits; AID 504423;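 active = highest replicate inhibition at or above 60% at 9 µM, even if other replicates fall short; inactive = all replicates below 60% inhibition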;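 note: 0% = neutral control wells and 100% = 4 µM acridine orange control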
cardiac RTF act – cardiac RTF calcium sensitization; P19429+P45379; IANBD-labeled TnC RTF fluorescence at EC20 calcium; 0% EC20 calcium, 100% full calcium; 340,000 compounds, 0.24% hits; AID 493008; activation, % at 7.2 µM;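 active = activation above the mean over all tested compounds plus 3 SD, cut at about 30% in these data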;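 note: rise in fluorescence read as greater calcium sensitivity of cardiac thin filaments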
PvdQ acylase – blocks Pseudomonas aeruginosa PvdQ acylase activity; inhibition, % at 10 µM; purified PvdQ acylase, fluorescence plate reader; 340,000 compounds, 0.063% hits; in the data active = inhibition above about 30%, passing the limit was not always enough;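 note: 0% = vehicle neutral wells and 100% = reference inhibitor wells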
Rtt109 HAT inh – blocks Candida albicans Rtt109/Vps75 acetyltransferase activity. purified Rtt109/Vps75, ThioGlo CoA-SH fluorescence, 4 h. inhibition, % at 34.9 µM. 330,000 compounds, 0.16% hits;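 active = inhibition of at least 50% in every replicate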
Target sequence (Q5AAJ8 whole entry, looked up): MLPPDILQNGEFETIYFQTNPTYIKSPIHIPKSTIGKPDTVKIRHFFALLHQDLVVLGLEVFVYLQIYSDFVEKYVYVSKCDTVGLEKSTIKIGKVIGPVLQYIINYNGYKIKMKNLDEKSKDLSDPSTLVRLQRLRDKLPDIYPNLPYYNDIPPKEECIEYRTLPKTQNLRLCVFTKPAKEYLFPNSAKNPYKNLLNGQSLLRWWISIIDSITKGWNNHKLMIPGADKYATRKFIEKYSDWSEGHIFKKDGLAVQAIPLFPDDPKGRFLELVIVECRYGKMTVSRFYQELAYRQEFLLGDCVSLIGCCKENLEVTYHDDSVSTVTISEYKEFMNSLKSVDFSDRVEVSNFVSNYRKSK
* = called active by the depositor; . = no result given; & = joins results of further samples.

Each structure is followed by: Keap1-Nrf2 PPI | Cardiac RTF inh | NSD2 inh | CDK5 inh | SUMO Mot1 rescue | PfHsp90 yeast 2 | dFosB activator | LANA DNA inh | cardiac RTF act | PvdQ acylase | Rtt109 HAT inh
Cc1cc(C(=O)NCc2ccccc2F)c2ccccc2n1
→ 1 | -17 | -4 | -1.3 | 6 | 11 | -6 | -0.5 | 3 | 1 | -7
CN(C(=O)COC(=O)c1nc(-c2ccccc2)n(-c2ccccc2)n1)C1CCS(=O)(=O)C1 (centres undefined)
→ -4 | 2 | 8 | -3.7 | -22 | 34 | 1 | -2.9 | -3 | -8 | 5
CC(NC(=O)CCC(=O)c1ccc(F)cc1)C1CC2CCC1C2 (centres undefined)
→ 1 | -5 | 1 | -0.9 | -1 | . | -6 | -0.2 | 3 | -13 | -1
Cc1ccc(NC(=O)C(=O)c2c(-c3ccccc3)cc3ccccn23)cc1S(=O)(=O)N1CCOCC1
→ 0 | -7 | -6 | -0.6 | 12 | . | -6 | 1.3 | 2 | 2 | .
CCCC(=O)N1CCN(c2ccc(NC(=O)c3ccc([N+](=O)[O-])o3)cc2Cl)CC1
→ -2 | -2 | . | 1.6 | . | -49 | 3 | -0.1 | 1 | -5 | 8
CN(C)c1ccc(C(=O)OCc2ccc(Br)cc2)cc1
→ 1 | -10 | -3 | 0.8 | 174 | 9 | 0 | -2.6 | -3 | -8 | -5
COC(=O)c1ccccc1NC(=O)NCc1ccccn1
→ 0 | 0 | 0 | 0.6 | -5 | . | -6 | -1.6 | 2 | -2 | -1
CCOc1ccc(CCNC(=O)C2CCCN(S(C)(=O)=O)C2)cc1OCC (centres undefined)
→ 3 | -5 | -4 | 0.2 | -12 | -20 | 4 | 1.6 | -3 | -13 | -7
CC(C)CC1NC(C(=O)O)Cc2c1[nH]c1ccccc21 (centres undefined)
→ -4 | -5 | -2 | 1.0 | 328 | -27 | -8 | 0.1 | 5 | -16 | -6
Cc1cccc(NC(=O)CSCC(=O)N(C)Cc2ccc3c(c2)OCCO3)c1
→ -3 | 7 | 0 | 0.7 | . | 5 | -10 | 0.5 | 7 | 5 | 12
Cc1ccc(CNC(=O)c2ccc(N3CCC4(CC3)CC(c3cccc(Br)c3)=NO4)c(NC(=O)c3cccc(C)c3)c2)cc1
→ -7 | -4 | . | 0.0 | -8 | . | 11 | -1.6 | -5 | 0 | -4
CCOC(=O)N1CCN(C(=O)CSc2nc3c(c(=O)n2-c2ccccc2OC)SCC3)CC1
→ 1 | -4 | 1 | -0.3 | 59 | 13 | -1 | 0.4 | 0 | -7 | -3
O=C(Nc1cc(-c2ccccc2)nn1C1CCCCC1)c1ccc(Cl)cc1
→ -2 | 7 | . | 0.0 | -4 | -5 | 1 | -2.1 | -11 | 11 | 3
CC(C)(C)NC(=O)c1ccc(NC(=O)C2COc3ccccc3O2)cc1 (centres undefined)
→ -6 | -8 | 4 | 1.8 | 3 | -2 | -2 | -0.8 | 4 | -10 | 1
O=C(NC1CCN(Cc2ccccc2)CC1)C1CCN(S(=O)(=O)c2cccc([N+](=O)[O-])c2)CC1
→ -3 | -1 | -2 | -0.3 | 49 | -3 | 0 | -0.2 | 3 | 8 | 17
O=S(CC(O)COCc1ccc(Cl)cc1)c1ccccn1 (centres undefined)
→ -6 | -2 | -3 | -2.0 | 5 | 37 | -2 | -0.4 | 0 | -6 | 1
CCOC(=O)c1cccc(NC(=O)CCS(=O)(=O)c2cccc3nsnc23)c1
→ -2 | -3 | -2 | 0.7 | . | . | 3 | -0.6 | 3 | -6 | -8
C[C@H](CO)N1C[C@H](C)[C@@H](CN(C)Cc2ccncc2)Oc2c(NS(=O)(=O)c3ccccc3)cccc2C1=O
→ -5 | -4 | . | 0.3 | 7 | -1 | -2 | 2.5 | -2 | -12 | 3
COc1ccccc1CNC(=O)CCS(=O)(=O)c1cccc2nonc12
→ 2 | 2 | -5 | -0.3 | -14 | -19 | 1 | 0.4 | 2 | -8 | -2
CCOC(=O)CCc1c(C)nc(-n2[nH]c(C)c(CCO)c2=O)[nH]c1=O
→ -4 | -6 | -1 | 1.0 | -10 | 0 | -8 | 0.8 | 17 | 1 | -5

Some of these compounds in order of their number in PfHsp90 yeast 2, highest first:
SMILES,PfHsp90 yeast 2
C[C@H](CO)N1C[C@H](C)[C@@H](CN(C)Cc2ccncc2)Oc2c(NS(=O)(=O)c3ccccc3)cccc2C1=O,-1
CC(C)(C)NC(=O)c1ccc(NC(=O)C2COc3ccccc3O2)cc1 (centres undefined),-2
O=C(Nc1cc(-c2ccccc2)nn1C1CCCCC1)c1ccc(Cl)cc1,-5

Carrying on.
Each structure is followed by: Keap1-Nrf2 PPI | Cardiac RTF inh | NSD2 inh | CDK5 inh | SUMO Mot1 rescue | PfHsp90 yeast 2 | dFosB activator | LANA DNA inh | cardiac RTF act | PvdQ acylase | Rtt109 HAT inh
CC1(C)CC(NC(=O)c2ccc(Br)o2)CC(C)(C)N1
→ 3 | -4 | -1 | -1.3 | 4 | -12 | 7 | 0.1 | 0 | -7 | 12
O=C(Nc1ccnc(=O)[nH]1)c1sc2ccccc2c1Cl
→ 0 | 9 | -1 | -1.6 | 10 | -17 | -7 | -0.4 | 0 | -3 | -8
COc1ccccc1CCNC(=O)C1(C)CC1(Cl)Cl (centres undefined)
→ -5 | 1 | 10 | -1.8 | 31 | -11 | 3 | -0.9 | 0 | -18 | -5
COc1ccc(NC(=O)CC2COc3ccccc3O2)c(OC)c1 (centres undefined)
→ -3 | 17* | 0 | 0.3 | 1 | 2 | 1 | -0.3 | 0 | -12 | 5
CCOC(=O)c1c(C)[nH]c(C(=O)N/N=C\c2ccccc2O)c1C
→ 1 | -4 | 41 | 0.5 | -3 | 2 | -1 | 0.1 | -19 | -4 | 10
O=C(NCc1ccco1)c1cccc(-c2nnc(-c3ccccc3)o2)c1
→ -6 | -18 | -1 | -0.1 | . | -4 | -42 | 0.5 | 7 | -14 | -19
CN(C)c1ccc(C(O)Cc2nc3ccccc3n2C)cc1 (centres undefined)
→ -1 | -7 | 1 | 0.6 | -55 | 41 | 5 | 0.6 | -3 | -15 | -11
NCCCC[C@H](N[C@@H](CCc1ccccc1)C(=O)O)C(=O)N1CCC[C@H]1C(=O)O
→ -2&-5 | 3&-2 | 7 | -0.5&0.9 | -10&-6 | -10&-4 | -1&-1 | -1.6&0.2 | 1&0 | 5&-6 | 2&-79
C[C@H](CO)N1C[C@H](C)[C@@H](CN(C)Cc2ccc3c(c2)OCO3)Oc2c(NS(C)(=O)=O)cccc2C1=O
→ -2 | -1 | . | 0.4 | 7 | 22 | -1 | 0.3 | -4 | -17 | -2
COC(=O)C(NNc1ccccc1)(NC(=O)c1ccccc1F)C(F)(F)F (centres undefined)
→ 1 | 2 | 2 | -0.8 | 2 | -2 | 0 | 1.1 | -3 | 6 | 7
S=C(Nc1ccc(Nc2ccccc2)cc1)Nc1ccccn1
→ -5 | 1 | 11 | 1.3 | 23 | -22 | 0 | 1.5 | -1 | -2 | 5
COc1cc(CNCCO)ccc1OC1CCCC1
→ -9 | -9 | 4 | -1.0 | 36 | 34 | -6 | -0.1 | 7 | -20 | 4
Cc1ccc(-n2nnnc2CCl)cc1
→ 3 | 3 | . | -0.6 | . | 11 | 7 | 0.5 | 2 | 5 | 5
CCCCNC(=S)NNC(=O)c1csc(C)c1CC
→ -6 | 7 | -1 | -1.2 | -10 | -7 | -5 | -1.0 | 9 | -7 | 1
CN(C)/C=C1\SC(=S)N(c2ccc(Br)cc2)C1=O
→ -5 | -30 | 2 | -1.4 | -10 | -6 | 9 | 0.2 | 18 | -6 | 5
O=C(c1cc(S(=O)(=O)N2CCOCC2)ccc1Cl)N1CCN(c2ccccn2)CC1
→ -3 | -1 | 3 | 0.6 | 4 | . | 2 | -0.9 | -1 | -1 | -2
CCN(c1ccccc1)S(=O)(=O)c1cc(C(=O)NCC(c2ccc(OC)cc2)N(C)C)ccc1C (centres undefined)
→ -1 | 0 | 19 | -1.4 | . | 0 | 6 | -1.0 | 1 | -14 | 4
O=C(Nc1nnc(Cc2ccccc2F)s1)c1ccccc1Cl
→ 2 | 2 | -1 | 0.8 | 184 | -4 | -9 | 0.2 | -7 | -7 | -6
CCOC(=O)C1C(=O)CC(C)(O)C(C(=O)OCC)C1c1cccs1 (centres undefined)
→ 2 | -35 | -1 | -0.4 | -26 | -8 | 0 | 4.5 | -1 | -7 | 1
COc1ccc(OC)c(CC(=O)Nc2ccc3c(c2)CCC3)c1
→ -1 | 2 | -7 | -1.1 | 2 | 12 | 1 | -1.0 | -5 | 2 | 5
CC(=O)Nc1ccc(N2C(=O)C3C4C=CC(CC4)C3C2=O)cc1 (centres undefined)
→ -1 | -4 | -4 | -1.7 | -27 | 27 | -2 | -1.1 | -2 | -7 | 0
Cc1sc(NC(=O)c2ccco2)c(C(c2cccnc2)N2CCN(CCO)CC2)c1C (centres undefined)
→ -2 | -7 | 1 | 1.6 | 37 | -6 | -5 | -0.5 | 4 | 4 | 17
Cc1cccc(C)c1NC(=O)C(C)N1CCCCC1 (centres undefined)
→ -4 | 4 | 1 | 1.8 | -6 | 2 | -6 | 0.0 | -4 | 10 | -4
Cc1cc(C)cc(-n2nnn(C3C/C(=N/NC(N)=S)C4OCC3O4)c2=S)c1 (centres undefined)
→ -3 | -1 | -3 | -0.3 | -19 | . | -14 | 1.2 | 0 | -7 | 15
O=C(CCCOc1ccccc1)Nc1ccccc1C(F)(F)F
→ -3 | -7 | -2 | 0.5 | -4 | 0 | -4 | -1.3 | 6 | -1 | -3
COc1ccc2[nH]c(=O)c(C(c3nnnn3C(C)(C)C)N(Cc3ccco3)CC3CCCO3)cc2c1 (centres undefined)
→ -1 | -5 | 1 | -0.4 | 2 | 1 | -7 | 0.8 | -6 | 6 | -6
CCN(CC)CCNC(=O)C1(O)c2cc(Br)ccc2NC(=O)N1c1ccc(Cl)cc1 (centres undefined)
→ 1 | 1 | 22 | -0.5 | -4 | -6 | 5 | 0.8 | -3 | -18 | -2
Cc1csc(NC(=O)CSc2nnc(NC(=O)COc3ccc(Cl)cc3)s2)n1
→ -5 | -3 | -3 | 1.1 | -4 | -25 | 0 | -1.0 | 1 | -5 | 0
CN(CC(=O)Nc1ccc(Cl)c(S(=O)(=O)N2CCOCC2)c1)C(=O)c1ccc(C#N)cc1
→ 4 | 6 | -3 | -1.4 | . | 26 | 3 | -0.7 | -1 | -11 | 0
O=C(NCCCN=C1NS(=O)(=O)c2ccccc21)c1ccccc1Cl
→ 4 | -7 | 0 | -1.8 | -13 | 17 | 2 | 1.0 | -6 | -7 | 7
CC(=O)Nc1ccc(SCC(=O)c2cc(C)n(Cc3cccs3)c2C)cc1
→ -1 | 7 | -4 | -0.5 | 10 | -29 | -5 | -0.6 | 1 | 6 | -14
CCOc1ccc(NS(=O)(=O)c2c(C)nc3sc(CC)nn3c2=O)cc1
→ -1 | -10 | . | -0.1 | -6 | 21 | -6 | -0.7 | 2 | -4 | 2
